Gal4-VP16 FLuc – Gal4-VP16 reporter inhibition counter-screen | Drosophila S2 Gal4-VP16 UAS-luciferase, luminescence, 20 h | Potency, µM (series often up to 53.6 µM), inactives show at the highest dose activity, negative = inhibition, most hits filed as inhibitors | 310,000 compounds, 3.5% hits | AID 2546;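 also: Gal4-VP16 expression switched on by copper sulfate through the metallothionein promoter; potency is read from the fitted curve at half-maximal effect; % is scaled to controls: 0 for no effect and ±100 for the full control effect; nearly all actives have a fitted effect of over 50% in size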
Menin MLL FP TR – inhibitors of human menin-MLL interaction, mutant MLL peptide; O00255; Menin + Texas Red MLL mutant peptide, fluorescence polarization; Potency, µM (highest dose often 61.6 µM), for the others: at the top dose FP activity change, negative = inhibition, most hits filed as inhibitors; 270,000 compounds, 0.23% hits; AID 1768; active = well fitted inhibition curve with a large enough effect in the polarisation, with a control signal flat, not every such curve was filed as active; inconclusive = small, poorly fitted or top-dose-only effect, or effect the other way, or a change in a side signal; inactive = no such curve, though single readings can be large or run the other way; the % refers to the polarisation; also: potency is read from the fitted curve at half-maximal effect; % of control where 0% means no effect; many of its hits are not listed in these tables
FLuc modulator – firefly luciferase modulation, counter-screen for miR-21 project; P08659; purified FLuc, Km substrates, luminescence inhibition; Potency, µM (titrated, usually from 57.5 µM), for inactives: at the top dose activity change, negative = inhibition, actives largely listed as inhibitors; 360,000 compounds, 6.9% hits;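 also: potency is read from the fitted curve at half-maximal effect; plate controls were vehicle for no effect and reference inhibitor for full effect; nearly all actives have a fitted effect of over 55% in size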
Target sequence (P08659 whole entry, looked up): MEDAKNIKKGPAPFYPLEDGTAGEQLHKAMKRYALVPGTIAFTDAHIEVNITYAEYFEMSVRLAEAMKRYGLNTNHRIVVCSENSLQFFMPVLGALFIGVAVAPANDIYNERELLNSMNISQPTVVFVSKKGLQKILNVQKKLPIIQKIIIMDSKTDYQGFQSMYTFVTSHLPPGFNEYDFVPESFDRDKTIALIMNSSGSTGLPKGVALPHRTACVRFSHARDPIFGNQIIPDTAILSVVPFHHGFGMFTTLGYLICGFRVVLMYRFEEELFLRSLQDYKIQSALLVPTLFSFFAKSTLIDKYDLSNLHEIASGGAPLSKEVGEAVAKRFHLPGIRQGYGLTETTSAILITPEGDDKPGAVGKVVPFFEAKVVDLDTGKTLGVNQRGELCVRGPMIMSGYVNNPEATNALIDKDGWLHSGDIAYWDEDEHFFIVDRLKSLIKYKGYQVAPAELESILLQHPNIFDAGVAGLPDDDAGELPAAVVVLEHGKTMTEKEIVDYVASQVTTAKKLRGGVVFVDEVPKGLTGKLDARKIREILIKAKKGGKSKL
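Purified P. pyralis luciferase (10nM final) with 10uM D-luciferin and 10uM ATP (Km levels) in 50mM Tris acetate pH 7.5, 10mM Mg acetate, 0.01% Tween-20, 0.05% BSA; qHTS 6-point titration, ~60 µM downward; luminescence read.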
NPC1 prom act – NPC1 promoter activation; Huh7 NPC1 promoter luciferase reporter, 24 h; Potency, µM (highest dose often 9.22 µM), for inactives: top-dose activation, hits mostly activators; 320,000 compounds, 2.4% hits; AID 485313;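 also: potency is read from the fitted curve at half-maximal effect; % of control where 0% means no effect; nearly all actives have a fitted effect of over 60% in size; reporter is driven by a mutant NPC1 promoter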
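Stable NPC1-promoter luciferase Huh7 line; cpd (DMSO) 24 h, 37 °C, 5% CO2; Amplite luciferase reagent 10 min RT; luminescence readout. qHTS format.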
Mito fusion act – blocks mitochondrial division or promotes mitochondrial fusion. S. cerevisiae fusion-defective mutant growth rescue, CellTiterGlo 48 h. Potency, µM (highest dose often 46.1 µM), inactives show top-dose growth rescue (activation), actives largely listed as activators. 320,000 compounds, 0.23% hits;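 also: potency is read from the fitted curve at half-maximal effect; % of control where 0% means no effect; nearly all actives have a fitted effect of over 45% in size; temperature-sensitive fusion mutants such as fzo1-1 at 37 °C on non-fermentable ethanol glycerol medium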
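Temperature-sensitive fusion-defective S. cerevisiae (e.g. fzo1-1, mgm1-5) were grown with compound in YPEG medium (3% ethanol, 3% glycerol) for 48 hours at 37C. Growth rescue was measured as viability by CellTiterGlo luminescence after 10 minutes at ambient.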
PKM2 activator – PKM2 (human) enzyme activation. P14618. purified PKM2, Kinase-Glo ATP luminescence, activation; response scale: 0% is enzyme alone, no compound. Potency, µM (top dose mostly 57.5 µM), without a hit: at the top dose activation, actives largely listed as activators. 260,000 compounds, 0.34% hits. AID 1631; also: potency is read from the fitted curve at half-maximal effect; % is scaled to controls: 0 for no effect and ±100 for the full control effect; nearly all actives have a fitted effect of over 55% in size
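Purified hPK-M2 (>95% pure) converted ADP (0.1 mM final) to ATP with 0.5 mM PEP in 50 mM imidazole pH7.2, KCl, MgCl2, Tween 20, BSA; 1 h at room temperature. ATP detected by Kinase-Glo luminescence.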
KCNH2 3.1 block – blocks the human KCNH2 3.1 channel isoform | activity change, % (tested at about 1.8 µM) | 340,000 compounds, 0.95% hits | U2OS KCNH2 3.1, thallium flux FluxOr; stronger effect = lower value | AID 720553;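 active = maximum activity change below -70%; inconclusive = maximum activity change from -70% to -50%; inactive = maximum activity change above -50%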;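 also: thallium influx rate constant from kinetic fluorescence after stimulation buffer; % is scaled to controls: 0 for no effect and ±100 for the full control effect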
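Virally transduced U2OS (3.1 isoform, 4 h infection in dark at RT) → overnight 37 C → FluxOr + Red40 in HBSS/HEPES, 45 min → stimulation buffer, 2 min kinetic read → rate constant vs DMSO controls.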
ELG1 DNA repair – blocks ELG1-dependent DNA repair in HEK293T cells; HEK293T ELG1-luciferase reporter, luminescence, 16 h; DNA damage induced by 5-fluorouridine; Potency, µM (titrated, usually from 46.1 µM), for inactives: top-dose activity change, negative = inhibition, actives largely listed as inhibitors; 330,000 compounds, 2.3% hits; AID 504467; also: potency is read from the fitted curve at half-maximal effect; % is scaled to controls: 0 for no effect and ±100 for the full control effect; nearly all actives have a fitted effect of over 55% in size
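5-Fluorouridine DNA damage + compound/DMSO, 2,000 cells/well, 16 h, 37 °C/5% CO2. ONE-Glo, 30 min RT, luminescence. Readout = decrease in reporter signal.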
RORg inh – inhibitors of mouse ROR gamma transcriptional activity; AID 2551; Potency, µM (series often up to 53.6 µM), inactives show at the highest dose activity change, negative = inhibition, usual class: inhibitors; P51450; 310,000 compounds, 5.4% hits; Drosophila S2 Gal4-RORgamma UAS-luciferase reporter, 20 h; also: potency is read from the fitted curve at half-maximal effect; % is scaled to controls: 0 for no effect and ±100 for the full control effect; nearly all actives have a fitted effect of over 60% in size
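Using a luciferase readout, inhibitors were identified by reduced reporter activity in Drosophila cells coexpressing a copper-inducible Gal4–ROR gamma fusion and UAS-driven Photinus luciferase, incubated 20 hr after 700 uM copper sulfate.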
Rab9 promoter act – activates the Rab9 promoter | Huh7 Rab9 promoter-luciferase reporter, luminescence, 24 h | Potency, µM (titrated, usually from 9.22 µM), for the others: top-dose activation, negative = inhibition, hits mostly activators | 320,000 compounds, 2.8% hits; also: potency is read from the fitted curve at half-maximal effect; % of control where 0% means no effect; nearly all actives have a fitted effect of over 60% in size
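Stable Rab9-luc Huh7, 1500 cells/well, 2 h settle; cmpd in DMSO, 24 h, 37 °C/5% CO2; luciferase reagent 10 min RT; luminescence.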
MBNL1 CUG block – inhibitors of human MBNL1 binding to CUG repeat RNA | Q9NR56 | AID 2675 | TR-FRET MBNL1-His/biotin-(CUG)12 binding, 665/545 ratio | Potency, µM (top dose mostly 57.5 µM), for the others: at the highest dose activity change, negative = inhibition, hits mostly inhibitors | 280,000 compounds, 0.036% hits; active = well fitted inhibition curve with a large enough effect in the signal ratio, with a control signal flat, not every such curve was filed as active; inconclusive = small, poorly fitted or top-dose-only effect, or effect the other way, or a change in a side signal; inactive = no such curve, though single readings can be large or run the other way; the % refers to the signal ratio; also: potency is read from the fitted curve at half-maximal effect; % is scaled to controls: 0 for no effect and ±100 for the full control effect
Target sequence (Q9NR56 whole entry, looked up): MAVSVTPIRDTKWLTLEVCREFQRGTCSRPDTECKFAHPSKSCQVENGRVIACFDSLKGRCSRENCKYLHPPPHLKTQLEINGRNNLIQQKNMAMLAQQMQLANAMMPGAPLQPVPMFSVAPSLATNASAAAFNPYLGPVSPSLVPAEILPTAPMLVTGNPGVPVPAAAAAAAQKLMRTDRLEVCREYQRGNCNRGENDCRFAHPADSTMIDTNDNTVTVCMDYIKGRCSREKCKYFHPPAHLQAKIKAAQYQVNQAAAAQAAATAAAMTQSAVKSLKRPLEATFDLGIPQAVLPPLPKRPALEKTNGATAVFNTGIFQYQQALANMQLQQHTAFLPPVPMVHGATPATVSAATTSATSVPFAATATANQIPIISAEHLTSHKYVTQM
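MBNL1-His + Biotin-(CUG)12, cpd titration 92 nM–58 uM; Tb anti-His Ab 0.055 ng/ul, SA-XL665 5 nM (final); 60 min RT; ratiometric 665/545 nm, Ex 340 nm; normalized to buffer and full-complex controls.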
Numbers without * were called inactive; ? = inconclusive; / = not tested or not shown; [ ] = another dose, or the depositor's remark. Unless noted, calls follow the shape of the dose curve; as a rule, active = well fitted curve in the direction sought with a large enough effect; inconclusive = small, poorly fitted or top-dose-only effect, or another doubt; inactive = no such curve, though single readings can be large; an effect the other way counts as inactive or inconclusive. Some of the compounds tested; rates above refer to the full screens.

SMILES	Gal4-VP16 FLuc	Menin MLL FP TR	FLuc modulator	NPC1 prom act	Mito fusion act	PKM2 activator	KCNH2 3.1 block	ELG1 DNA repair	RORg inh	Rab9 promoter act	MBNL1 CUG block
Cc1nnc(SCC(=O)OC2CC(C)CCC2C(C)C)[nH]c1=O (stereo unspecified)	-2%	-14%	4%	-4%	-4%	0%	-25	1%	17%	6%	-3%
Nc1cc(C(F)(F)F)ccc1-n1cccc1	-10%	18%	-2%	-1%	7%	7%	-6	10%	2%	0%	-2%
CCOC(=O)c1sc(NC(=O)CSc2nc(O)c(Cc3ccccc3)c(=O)[nH]2)nc1C	-3%	19%	?	-1%	-6%	16%	5	15%	17%	-11%	-2%
Cc1ccc(C(=O)NCc2cccs2)cc1S(=O)(=O)N1CCCCC1	26%	3%	0%	-2%	6%	1%	7	-18%	43%	1%	-5%
O=S(=O)(NCc1cccnc1)c1ccc2ccccc2c1	-4%	-17%	-1%	1%	-6%	/	2	0%	?	-2%	8%
Cc1cccc(N(CC(=O)NC2CCCCC2)C(=O)CCCC(=O)Nc2ccccn2)c1C	7%	-20%	2%	3%	-2%	0%	13	0%	8%	0%	1%
CN(C)C(C(=O)Nc1cc(Cl)cc(Cl)c1)c1ccccc1 (stereo unspecified)	4%	20%	6%	-5%	-4%	1%	-14	3%	18%	-4%	-3%
Cc1ccc2c(c1)C(=O)C(=O)N2CCCOc1ccccc1C	2%	-13%	-2%	-4%	2%	16%	-6	12%	-4%	-2%	-10%
CCc1cccc(CC)c1NC(=O)COn1nnc2ccc(C(F)(F)F)cc21	-15%	-2%	1%	-2%	-4%	-3%	-23	0%	-11%	-4%	-3%
CCS(=O)(=O)C(C)(CCl)C(=O)Nc1ccc(C(=O)OC)cc1 (stereo unspecified)	1%	/	0%	10%	0%	1%	-1	?	16%	-3%	18%
CS(=O)(=O)N1CCN(c2ccc(NC(=O)c3ccc(-c4ccc(Cl)cc4)o3)cc2)CC1	-25%	?	0%	-6%	0%	-7%	-32	?	-36%	-12%	-7%
CN(Cc1nccs1)C(=O)c1cc(COc2cccc3cnccc23)on1	13µM*	/	3%	-22%	2%	/	1	?	-34%	-26%	?
CN(CC(=O)Nc1ccccc1Sc1ccccc1)C1CCCCC1	0%[10 µM]	-29%	-14%	-3%	0%	-9%	0	5%	14%	-5%	9%
CCC(=O)Nc1ccc(NC(=O)/C=C/c2ccc(Cl)cc2)cc1	0%	?	-5%	4%	-6%	-5%	-29	?	?	1%	-24%
CC(C)(C)c1ccc(-n2nc(C#N)c(Cl)cc2=O)cc1	7.1µM*	5%	3%	-46%[inhibitor]	7%	-6%	17	-12%	7.1µM*	-28%	?
COc1ccc(/C=C2\SC(=N)N(c3ccc(F)cc3)C2=O)cc1	-2%	-4%	0%	-1%	1%	6%	-7	-5%	-15%	0%	-8%
O=C(NCc1cccs1)C1CCC(CNS(=O)(=O)c2cccs2)CC1 (stereo unspecified)	10%	0%	0%	-1%	-1%	6%	9	-5%	18%	-4%	17%
CCOc1ccccc1NC(=O)CSc1nnc(-c2ccncc2)o1	/	/	1%	2%	-1%	/	-13	15%	/	-6%	/
O=C(CCCn1c(=O)[nH]c2ccccc2c1=O)NC1CCCCCC1	-11%	-24%	5%	-1%	8%	0%	-5	0%	?	-1%	-9%
COc1ccc(C[C@H](C(=O)O)N2C(=O)c3ccc(C(=O)O)cc3C2=O)cc1	-3%	17%	2%	1%	-9%	/	/	/	-11%	-1%	/

Random excerpt: 4 entries already listed
SMILES	Gal4-VP16 FLuc	Menin MLL FP TR	FLuc modulator	NPC1 prom act	Mito fusion act	PKM2 activator	KCNH2 3.1 block	ELG1 DNA repair	RORg inh	Rab9 promoter act	MBNL1 CUG block
Cc1nnc(SCC(=O)OC2CC(C)CCC2C(C)C)[nH]c1=O (stereo unspecified)	-2%	-14%	4%	-4%	-4%	0%	-25	1%	17%	6%	-3%
CC(C)(C)c1ccc(-n2nc(C#N)c(Cl)cc2=O)cc1	7.1µM*	5%	3%	-46%[inhibitor]	7%	-6%	17	-12%	7.1µM*	-28%	?
O=S(=O)(NCc1cccnc1)c1ccc2ccccc2c1	-4%	-17%	-1%	1%	-6%	/	2	0%	?	-2%	8%
CCOc1ccccc1NC(=O)CSc1nnc(-c2ccncc2)o1	/	/	1%	2%	-1%	/	-13	15%	/	-6%	/

Following part.
SMILES	Gal4-VP16 FLuc	Menin MLL FP TR	FLuc modulator	NPC1 prom act	Mito fusion act	PKM2 activator	KCNH2 3.1 block	ELG1 DNA repair	RORg inh	Rab9 promoter act	MBNL1 CUG block
COc1ccc(-c2ccc(C3C(C#N)=C(N)Oc4n[nH]c(C)c43)o2)cc1 (stereo unspecified)	-25%	?	?	-1%	-7%	4%	7	0%	?	2%	?
CC(=C/C(=O)O)/C=C/c1ccc([N+](=O)[O-])cc1	0%	?	9%	-1%	1%	-22%	-4	0%	11%	7%	?
CCSc1nnc(NC(NC(C)=O)(C(F)(F)F)C(F)(F)F)s1	4%	8%	3%	-3%	-4%	-4%	-1	1%	-4%	-1%	4%
O=C(COC(=O)COc1cccc(Br)c1)Nc1ccc(F)cc1F	/	/	2%	-2%	-2%	/	5	8%	/	-1%	/
COc1ccccc1NC(=O)CC(NC1CCCCC1)C(=O)O (stereo unspecified)	1%	10%	3%	-1%	1%	7%	-13	2%	-40%	0%	-10%
O=C(Nc1cccc(Cl)c1)N(CCN1CCOCC1)Cc1ccccc1F	9%	5%	-10%	0%	2%	-4%	-17	-1%	?	-5%	-1%
Cc1sc(NC(=O)c2ccco2)c(C(c2cccnc2)N2CCN(C)CC2)c1C (stereo unspecified)	6%	-18%	2%	-4%	0%	3%	13	-2%	21%	-2%	-14%
COc1ccccc1OC(C)C(=O)N1CCc2ccccc21 (stereo unspecified)	/	/	-10%	-2%	2%	/	2	17%	/	1%	/
COc1ccc(NC(=O)CSc2nnc(-c3ccccc3C)n2N)cc1OC	1%	2%	-6%	4%	-5%	1%	-3	0%	?	-5%	-5%
CCOC(=O)c1csc(-c2ccc(OC)c(OC)c2)n1	21%	-14%	?	-1%	6%	3%	-1	?	31%	0%	16%
CCN1C(=O)C2C(c3ccccc3F)NC(Cc3ccc(O)cc3)(C(=O)OC)C2C1=O (stereo unspecified)	-7%	-12%	2%	5%	1%	2%	5	?	-1%	-1%	-4%
Cn1ncc(Br)c1NC(=O)Nc1ccc(Cl)cc1	8%	2%	-4%	-6%	-9%	/	-2	-1%	-23%	17%	-27%
OC(COc1ccccc1)Cn1c2ccccc2c2ccccc21 (stereo unspecified)	?	25%	?	-2%	1%	4%	14	0%	-31%	0%	/
COc1cccc(NC(=O)Cn2nnc(C(=O)Nc3ccccc3)c2N)c1	2%	12%	?	1%	0%	-2%	9	-11%	37%	-6%	-3%
CCOc1ccc(C2=Cc3cc(OC)c(OC)cc3C(=C(Cl)Cl)O2)cc1	0%	-8%	-7%	1%	-3%	-1%	/	?	?	3%	?
CCCCOC(=O)C1Cc2ccccc2C(=O)O1 (stereo unspecified)	-4%	5%	3%	-1%	2%	-18%	-2	10%	2%	1%	5%
O=C(CN1C2=NCCCN2c2ccccc21)c1ccc([N+](=O)[O-])cc1	?	-10%	-2%	1%	4%	6%	-74*	?	-25%	22%	?
CCN1C(=O)[C@H]2[C@@H](c3ccc(OC)cc3)N3C(=O)CN(CC4CC4)C(=O)[C@@]3(C)[C@H]2C1=O	4%	-10%	4%	2%	0%	0%	/	-2%	-8%	-4%	-8%
C/C(CCc1ccccc1)=N/NC(=O)C(=O)NC(C)c1ccccc1 (stereo unspecified)	-5%	-6%	-3%	-5%	-5%	4%	-10	-18%	-10%	1%	0%
O=C(Nc1ccc2nsnc2c1)C1CC1	-6%	-7%	-11%	-2%	19%	5%	13	-21%	40%	1%	?

Screens (PubChem)
